Screening data deposited in PubChem by National Center for Advancing Translational Sciences (NCATS).
BLM inh – Bloom syndrome helicase (human) inhibition | P54132 | recombinant BLM DNA unwinding, fluorescence dequenching | Potency, µM (top dose mostly 56.1 µM), for the others: top-dose activity change, negative = inhibition, most hits filed as inhibitors | 350,000 tested, 0.2% active;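 note: plate controls were vehicle for no effect and no enzyme for full effect; nearly all actives have a fitted effect of over 35% in size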
HP1b binding inh – blocks HP1-beta chromodomain binding to methylated histone tails. P83916. AlphaScreen HP1-beta / biotin-H3K9me3 peptide binding. Potency, µM (series often up to 114 µM), inactives show at the highest dose activity change, negative = inhibition, hits mostly inhibitors. 390,000 tested, 0.56% active. AID 540317; note: nearly all actives have a fitted effect of over 70% in size; inactives centre near 23
Target sequence (P83916 whole entry, looked up): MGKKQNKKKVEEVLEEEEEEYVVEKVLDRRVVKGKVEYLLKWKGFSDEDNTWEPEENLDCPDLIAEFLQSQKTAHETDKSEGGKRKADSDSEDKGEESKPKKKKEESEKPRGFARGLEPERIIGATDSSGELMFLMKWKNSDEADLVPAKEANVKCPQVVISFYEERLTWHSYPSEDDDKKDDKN
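HP1-beta protein (50 nM final) preincubated 30 min at room temperature with biotinylated H3(1-18)K9me3 peptide (50 nM) in PBS pH 7.4, 0.01% Tween-20, then compound added for 30 min. AlphaScreen streptavidin donor/nickel chelate acceptor beads (10 ug/mL final), 30 min dark, luminescence read.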
GLS inh – inhibitors of human glutaminase (GLS). O94925. GLS enzymatic activity, qHTS titration. Potency, µM (series often up to 45.5 µM), inactives show at the top dose activity change, negative = inhibition, hits mostly inhibitors. 410,000 tested, 0.21% active. AID 624170; note: % is set by controls: 0 for no effect and ±100 for the full control effect
Target sequence (O94925 whole entry, looked up): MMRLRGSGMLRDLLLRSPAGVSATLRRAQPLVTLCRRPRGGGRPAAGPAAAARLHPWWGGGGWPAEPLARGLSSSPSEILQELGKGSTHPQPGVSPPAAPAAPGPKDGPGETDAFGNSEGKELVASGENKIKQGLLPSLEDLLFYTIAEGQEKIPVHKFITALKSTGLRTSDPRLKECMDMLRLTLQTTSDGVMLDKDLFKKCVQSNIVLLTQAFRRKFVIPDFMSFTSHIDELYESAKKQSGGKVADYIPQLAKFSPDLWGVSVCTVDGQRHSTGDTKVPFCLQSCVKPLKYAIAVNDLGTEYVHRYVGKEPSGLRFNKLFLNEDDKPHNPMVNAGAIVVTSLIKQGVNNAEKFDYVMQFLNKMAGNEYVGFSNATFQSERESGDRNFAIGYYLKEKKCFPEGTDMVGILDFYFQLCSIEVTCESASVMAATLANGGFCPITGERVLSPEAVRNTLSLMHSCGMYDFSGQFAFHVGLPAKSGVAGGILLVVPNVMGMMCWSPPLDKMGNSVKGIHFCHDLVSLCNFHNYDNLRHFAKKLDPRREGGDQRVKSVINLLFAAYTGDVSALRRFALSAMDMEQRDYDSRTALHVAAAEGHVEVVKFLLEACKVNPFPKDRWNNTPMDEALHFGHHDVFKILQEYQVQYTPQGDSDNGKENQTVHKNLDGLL
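Human kidney-isoform GLS in 45 mM KH2PO4 pH 8.2, 0.02% Tween-20, with compound, started with 1mM L-Glutamine (added stock). Glutamate oxidase/HRP/Amplex red coupled fluorescence read at start and after 30 min at RT.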
Pin1 inhibitor – human Pin1 inhibition. Potency, µM (top dose mostly 115 µM), for the others: at the highest dose activity, negative = inhibition, most hits filed as inhibitors. Pin1 FP peptide displacement, HiFluor488, 10 min. Q13526. 390,000 tested, 0.009% active. AID 504891; active = well fitted inhibition curve with a large enough effect in the polarisation, with a control signal flat, not every such curve was filed as active; inconclusive = small, poorly fitted or top-dose-only effect, or effect the other way, or a change in a side signal; inactive = no such curve, though single readings can be large or run the other way; the % refers to the polarisation; note: % is set by controls: 0 for no effect and ±100 for the full control effect
Target sequence (Q13526 whole entry, looked up): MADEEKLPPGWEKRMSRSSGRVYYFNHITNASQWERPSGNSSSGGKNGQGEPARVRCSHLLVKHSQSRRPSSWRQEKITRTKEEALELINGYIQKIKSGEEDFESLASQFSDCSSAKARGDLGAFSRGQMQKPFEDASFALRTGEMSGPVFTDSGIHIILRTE
JMJD2A Tudor inh – blocks the human JMJD2A Tudor domain; O75164; AlphaScreen JMJD2A-Tudor / H3K4me3 peptide binding; Potency, µM (highest dose often 114 µM), inactives show at the highest dose activity change, negative = inhibition, usual class: inhibitors; 390,000 tested, 4.4% active; AID 504339; note: % is set by controls: 0 for no effect and ±100 for the full control effect; nearly all actives have a fitted effect of over 50% in size
Pol iota inh – DNA polymerase iota (human) inhibition | 390,000 tested, 1% active | Potency, µM (doses to about 115 µM), inactives show top-dose activity, negative = inhibition, actives largely listed as inhibitors | Q9UNA4 | Pol iota fluorescent replication assay, 10 min
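Pol iota at 10 nM preincubated 15 min with compounds at room temperature; reaction started with fluorescent substrate, 50 nM final. Fluorescence read kinetically at 0 and 10 min; buffer-only wells as negative control.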
Tb PGK inh – blocks T. brucei phosphoglycerate kinase; PGK/GAPDH coupled, Kinase-Glo luminescence, 60 min; 380,000 tested, 0.043% active; P07378; AID 602233; Potency, µM (top dose mostly 57.5 µM), for inactives: at the highest dose activity change, negative = inhibition, actives largely listed as inhibitors; note: % is set by controls: 0 for no effect and ±100 for the full control effect; nearly all actives have a fitted effect of over 60% in size
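Recombinant glycosomal PGK reaction used 1,3-bisphosphoglycerate generated in-well by GAPDH (100nM final) in 100mM TEA pH 7.6, 5mM MgCl2, 0.01% Tween-20. After 60 minutes at room temperature, ATP was read by Kinase-Glo Plus luminescence end-point.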
G9a block – G9a (human) methyltransferase inhibition | Q96KQ7 | 350,000 tested, 8.8% active | Potency, µM (top dose mostly 102 µM), inactives show at the highest dose activity, negative = inhibition, actives largely listed as inhibitors | G9a H3K9 monomethylation, AlphaScreen, 2 h; note: % is set by controls: 0 for no effect and ±100 for the full control effect; nearly all actives have a fitted effect of over 75% in size
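Chemiluminescent proximity detection of H3K9 monomethylation, read after 10 min bead incubation in the dark. Reaction: 20 nM G9a, 500 nM biotin-H3K9 peptide, 20 uM SAM cofactor, 2 h, room temperature, following 15 min enzyme-compound preincubation.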
BAZ2B block – BAZ2B (human) inhibition; Q9UIF8; AID 504333; Potency, µM (highest dose often 114 µM), for inactives: top-dose activity change, negative = inhibition, most hits filed as inhibitors; 360,000 tested, 4.4% active; AlphaScreen BAZ2B-H3K14Ac peptide displacement; note: % is set by controls: 0 for no effect and ±100 for the full control effect; nearly all actives have a fitted effect of over 60% in size
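AlphaScreen displacement: compounds (up to 110uM) incubated 30 min at room temperature with a preformed 50 nM BAZ2B/50 nM biotinylated H3K14Ac peptide complex in PBS pH 7.4 with Tween-20. Donor and acceptor beads at 10 ug/mL final added, 20 min light-protected before reading.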
Starred values were filed as active, the others as inactive; i = inactive; ? = inconclusive; . = not tested or not shown; [ ] = remark or other dose. Unless noted, calls come from the whole dose curve; as a rule, active = well fitted curve in the direction sought with a large enough effect; inconclusive = small, poorly fitted or top-dose-only effect, or another doubt; inactive = no such curve, though single readings can be large; an effect the other way counts as inactive or inconclusive. Potency is the fitted concentration of half-maximal effect. This is a subset, so the mix of outcomes need not match the whole.

SMILES	BLM inh	HP1b binding inh	GLS inh	Pin1 inhibitor	JMJD2A Tudor inh	Pol iota inh	Tb PGK inh	G9a block	BAZ2B block
Cc1cccc(C(=O)OC(C)C(=O)NC2CCCc3ccccc32)c1O (configuration not stated)	.	6%	4%	7%	-14%	11%	4%	18%[12.7 µM]	18%
CCOC(=O)c1cc(-c2ccccc2)n(CCC(=O)Nc2cc(OCC)ccc2OCC)c1C	-10%	1%	3%	8%	-36%	7%	1%	?	-30%
Cc1cc(C)c(C(=O)COC(=O)c2cccc(S(=O)(=O)NCc3ccccc3)c2)cc1C	-9%	32%	1%	0%	-4%	3%	-6%	-4%[59 µM]	-1%
O=C(CN(Cc1ccco1)C(=O)CNS(=O)(=O)c1ccccc1)NCc1ccccc1	-2%	41%	-4%	?	-1%	10%	-3%	-1%[12.7 µM]	7%
COCC(=O)OCC(=O)Nc1cc(C(C)(C)C)nn1-c1ccccc1	1%	15%	8%	-1%	-14%	8%	-7%	7%	12%
COC(=O)CSc1nc2[nH]ncc2c(=O)[nH]1	0%	65%[activator]	-3%	-12%	12%	-1%	-2%	1%	-7%
CC1=C(C(N)=O)C(c2ccccn2)n2nc(-c3ccccc3Cl)nc2N1 (configuration not stated)	-1%	9%	4%	0%	-6%	-12%	-8%	16%[59 µM]	-7%
Cc1cccc(N2CCN(S(=O)(=O)c3cccs3)CC2)c1C	-12%	55%[activator]	-6%	15%	19%	85%[activator]	0%	17%	2%
O=C(/C=C/c1ccccc1)NC(NC(=S)Nc1cccc(Cl)c1)C(Cl)(Cl)Cl (configuration not stated)	-20%	48%[activator]	7%	7%	-8%[57.1 µM]	19%	-3%	-28%	10%
COc1ccccc1CNC(=O)C(C)Sc1ccsc1[N+](=O)[O-] (configuration not stated)	-1%	0%	-5%	-3%	-28%	?	-3%	-31%	-17%

A different layout for part of the listing above.
BLM inh	HP1b binding inh	GLS inh	Pin1 inhibitor	JMJD2A Tudor inh	Pol iota inh	Tb PGK inh	G9a block	BAZ2B block	mol
.	6%	4%	7%	-14%	11%	4%	18%[12.7 µM]	18%	Cc1cccc(C(=O)OC(C)C(=O)NC2CCCc3ccccc32)c1O (configuration not stated)
-10%	1%	3%	8%	-36%	7%	1%	?	-30%	CCOC(=O)c1cc(-c2ccccc2)n(CCC(=O)Nc2cc(OCC)ccc2OCC)c1C
-9%	32%	1%	0%	-4%	3%	-6%	-4%[59 µM]	-1%	Cc1cc(C)c(C(=O)COC(=O)c2cccc(S(=O)(=O)NCc3ccccc3)c2)cc1C
-2%	41%	-4%	?	-1%	10%	-3%	-1%[12.7 µM]	7%	O=C(CN(Cc1ccco1)C(=O)CNS(=O)(=O)c1ccccc1)NCc1ccccc1
1%	15%	8%	-1%	-14%	8%	-7%	7%	12%	COCC(=O)OCC(=O)Nc1cc(C(C)(C)C)nn1-c1ccccc1
0%	65%[activator]	-3%	-12%	12%	-1%	-2%	1%	-7%	COC(=O)CSc1nc2[nH]ncc2c(=O)[nH]1
-1%	9%	4%	0%	-6%	-12%	-8%	16%[59 µM]	-7%	CC1=C(C(N)=O)C(c2ccccn2)n2nc(-c3ccccc3Cl)nc2N1 (configuration not stated)
-12%	55%[activator]	-6%	15%	19%	85%[activator]	0%	17%	2%	Cc1cccc(N2CCN(S(=O)(=O)c3cccs3)CC2)c1C
-20%	48%[activator]	7%	7%	-8%[57.1 µM]	19%	-3%	-28%	10%	O=C(/C=C/c1ccccc1)NC(NC(=S)Nc1cccc(Cl)c1)C(Cl)(Cl)Cl (configuration not stated)
-1%	0%	-5%	-3%	-28%	?	-3%	-31%	-17%	COc1ccccc1CNC(=O)C(C)Sc1ccsc1[N+](=O)[O-] (configuration not stated)

The listing continues.
SMILES	BLM inh	HP1b binding inh	GLS inh	Pin1 inhibitor	JMJD2A Tudor inh	Pol iota inh	Tb PGK inh	G9a block	BAZ2B block
Cc1ccc(Cl)cc1N1C(=O)N(Cc2ccc(C#N)cc2)c2ccccc2S1(=O)=O	-6%	48%	2%	9%	-5%	15%	-1%	8%[59 µM]	-10%
Cc1ccc(C(=O)N2CCC(C)CC2)cc1C	2%	18%	0%	-3%	-2%	29%	-2%	?	2%
Cc1cc(O)c(-c2cc(O)c(C)cc2O)cc1O	-4%	1.8µM*	?	-7%	5µM*	?	i	2µM*	50µM*
Cc1ccc(NC(=O)C(Cc2ccccc2)NS(=O)(=O)c2ccc3c(c2)oc(=O)n3C)cc1C (configuration not stated)	1%	28%	-2%	-1%	-20%	-1%	-1%	11%[59 µM]	-6%
O=C(NCc1ccncc1)C(=O)Nc1nc2ccccc2s1	-2%	10%	0%	-4%	-21%	-2%	1%	5%	-15%
COc1ccc(OC)c(N(C(=O)c2snc(C(N)=O)c2N)C(C(=O)NCc2ccccc2)c2ccc(O)cc2)c1 (configuration not stated)	-2%	-8%	1%	6%	-24%	-3%	-1%	-40%	-21%
CN(CC(=O)Nc1c(Cl)cccc1Cl)C(=O)Cc1ccc(S(=O)(=O)N2CCOCC2)s1	-4%	16%	-1%	-1%	1%	11%	i	6%	-4%
COc1ccc(-c2nc3ccccc3nc2-c2ccccc2)cc1	-8%	80%[activator]	13%	-8%	29%	36%[activator]	3%	277%[activator]	94%[activator]
Cc1ccsc1C(=O)Nc1ccccc1N1CCCC1	.	6%	?	8%	-23%	22%	7%	19%[0.501 µM]	-36%
CC1CC(OC(=O)C(O)c2ccccc2)CC(C)(C)N1C (configuration not stated)	1%	61%[activator]	-2%	0%	-7%	15%	-10%	20%[59 µM]	-9%
CCOc1ccc(/C=N/NC(N)=S)cc1	1%	21%	16%	-10%	-4%	-19%	-6%	21%[59 µM]	4%
O=C(Oc1ccc(N2C(=O)CCC2=O)cc1)c1ccccc1	-8%	52%[activator]	-7%	3%	-24%	?	-5%	-9%[59 µM]	-1%
Cc1cc(NC(=O)c2ccc(C(C)(C)C)cc2)no1	.	83%[activator]	-5%	0%	-1%	-16%	-7%	.	.
COc1cccc(/C=C/C(=O)OCC(=O)N2c3ccccc3CC2C)c1OC (configuration not stated)	.	34%	-5%	12%	-14%	47%[activator]	-1%	-5%	1%
Cc1cc(C)cc(NC(=O)C2CCCN2S(=O)(=O)c2ccc3c(c2)n(C)c(=O)c(=O)n3C)c1 (configuration not stated)	-3%	36%	1%	-5%	-23%	17%	i	.	6%
COc1cccc(NC(=S)Nc2cc(C)cc(C)n2)c1	0%	25%	-4%	-6%	-17%	62%[activator]	0%	12%	-3%
Cc1ccc(CN2CCN(C3CCNCC3)C(=O)C2=O)cc1	2%	26%	1%	-3%	-13%	-4%	-1%	-4%[59 µM]	1%
CC(=O)Nc1cccc(C(=O)NCc2ccc3c(c2)CCN3C(=O)c2ccc(F)cc2)c1	-1%	35%	3%	0%	-17%	40%[activator]	-8%	-1%[59 µM]	-10%
CC(C)(C)c1ccc(OCCCC(=O)N2CCOCC2)cc1	-4%	29%	12%	-6%	-2%	-16%	.	.	-4%
O=C(Nc1ccc(N2CCOCC2)c(Cl)c1)c1ccc(Cl)cc1	-8%	3%	2%	5%	-29%	123%[activator]	0%	-21%[59 µM]	-33%
Cc1ccccc1NC(=O)Cc1nc(COC(=O)c2cccc([N+](=O)[O-])c2)cs1	1%	14%	1%	5%	-12%	-15%	?	?	3%
O=C(CSc1nc2ccccc2c(=O)n1Cc1ccco1)c1ccccc1	-2%	13%	-5%	26%	-7%	?	-6%	8%[12.7 µM]	-4%
CC(C)NC(=O)CCC(=O)N1Cc2ccccc2Oc2ncccc21	1%	31%	-3%	1%	-10%	-14%	i	-14%[59 µM]	1%[57.1 µM]
C[C@]12CC[C@H](O)CC1=CCC1C2CC[C@@]2(C)C1CC[C@@H]2NC(=O)[C@@H](N)Cc1cnc[nH]1 (some centres not stated)	.	49%[activator]	-3%	2%	-26%	-10%	-2%	.	.
O=C/C(=C\Nc1ccc(Cl)cn1)c1nc2cc(Cl)ccc2o1	1%	36%	-1%	15%	-3%	7%	-9%	-10%[59 µM]	-2%
O=C(NCCc1ccccc1)C1CCCN1C(=O)Nc1ccc(F)cc1 (configuration not stated)	-1%	-4%	4%	-7%	?	3%	4%	3%[59 µM]	.
CCCCNC(=O)N1CCCC(N(C)CCc2ccc(OC)c(OC)c2)C1 (configuration not stated)	2%	15%	-11%	-5%	6%	-17%	-3%	38%	1%
O=C(N/N=C/c1sc(=O)n(-c2ccccc2)c1Cl)c1ccccc1	-6%	36%	-3%	?	-17%	23%	0%	-13%[59 µM]	-6%
Cn1c(-c2ncc(F)cc2F)cc2onc(-c3c(F)cccc3Cl)c2c1=O	.	41%[activator]	1%	0%	-13%	-14%	-3%	.	.
CC(C)c1ccc(NC(=O)CN2C(=O)COc3ccc(S(=O)(=O)N4CCCCCC4)cc32)cc1	-1%	54%[activator]	5%	5%	5%	11%	-9%	24%[59 µM]	13%
COC(=O)c1c(-c2ccccc2)csc1N	-9%	?	0%	-7%	-15%[57.1 µM]	-3%	i	?	?
CC(C)(Oc1ccc(Cl)cc1)C(=O)Nc1nnc2n1CCS2	0%	11%[57 µM]	0%	-10%	79µM*	24%	-8%	21%[59 µM]	?
Cc1ccc(-c2cnco2)cc1	0%	41%[activator]	-2%	-3%	0%	43%[activator]	-2%	-2%	-3%
CCN(C(=O)COC(=O)C1COc2ccccc2O1)c1c(N)n(Cc2ccccc2)c(=O)[nH]c1=O (configuration not stated)	.	38%	-2%	-1%	-8%	25%	-4%	.	.
COc1ccc(OC)c(-c2csc(NC(=O)Cn3[nH]c(=O)c4ccccc4c3=O)n2)c1	-11%	21%	59%[activator]	?	-34%	?	i	-31%	-34%

Fetched by structure from above (two):
SMILES	BLM inh	HP1b binding inh	GLS inh	Pin1 inhibitor	JMJD2A Tudor inh	Pol iota inh	Tb PGK inh	G9a block	BAZ2B block
CC(C)(Oc1ccc(Cl)cc1)C(=O)Nc1nnc2n1CCS2	0%	11%[57 µM]	0%	-10%	79µM*	24%	-8%	21%[59 µM]	?
Cc1ccc(-c2cnco2)cc1	0%	41%[activator]	-2%	-3%	0%	43%[activator]	-2%	-2%	-3%
